XIAP antagonists: small molecules displacing peptide from XIAP – biochemical, IAP family, fluorescence polarization (AID 1018). XIAP BIR domain, fluorescence polarization peptide displacement; higher % means a stronger effect. displacement, % at 20 µM, or IC50 in µM where a hit was titrated. actives 0.007% (n = 200,000); in the data active means displacement above about 50%; further: a part of the inactive calls stands beside numbers as strong as those of hits
bCat nuc transl: modulators of beta-catenin nuclear translocation. AID 1665. actives 0.3% (n = 190,000). nuclear translocation activity, % at 5 µM. HeLa beta-catenin nuclear translocation, immunofluorescence imaging;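 active means nuclear translocation activity above 50% at 5 µM, with a well cell count of 50 or more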;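 further: per-cell ratio of nuclear to cytoplasmic median beta-catenin stain intensity; plate controls were DMSO negative control for no effect and GSK-3 inhibitor IX positive control for full effect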
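Technique: fluorescence imaging of beta-catenin antibody stain plus DAPI / Material: human HeLa cell line / Incubation: compound treatment 24 h, 37°C, 5% CO2 / Read-out basis: % activation of per-cell nuclear versus cytoplasmic median beta-catenin signal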
MT stabilize HCS: stabilizes microtubules in HeLa cells; HeLa tubulin immunostaining HCS, 24 h; share of cells brighter than vehicle mean+2SD; % tubulin-high responders, % at 10 µM; actives 0.83% (n = 200,000); AID 2205;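 active means plate Z-score above 3 for both tubulin-high and condensed-nucleus cell shares, with cell loss under 80%, at 10 µM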;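 further: anti alpha tubulin signal scored within the nucleus-defined area of each cell; some results filed as inactive read as strong as hits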
Dynein cargo inh: dynein cargo transport inhibition. actives 0.47% (n = 220,000). z-score, hits read low. AID 1381. 3617.4 mouse cells, GR-EGFP nuclear translocation imaging; test concentration mostly 20 µM; stimulated with dexamethasone, 1 µM; hits give low values;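 active means plate z-score of nuclear minus cytoplasmic receptor signal below a set negative limit, without overly bright fluorescence or cell loss, cut at about -3.5 in these data, passing the limit was not always enough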;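 further: z-score of nuclear minus cytoplasmic ring GR-EGFP intensity difference per well; some compounds called inactive have numbers as strong as hits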
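Buffer or medium: tet-free, stripped-serum medium; Also added: dexamethasone, 1.0 µM final; Technique: high-content fluorescence imaging after fixation; Times: 48 h induction, 1 h compound, 30 min dex at 37 °C; Read-out: per-cell GR-EGFP intensity, nucleus versus surrounding cytoplasmic ring, well-averaged.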
WT yeast gro inh: growth inhibition of WT yeast, mitochondrial fusion screen; actives 2.1% (n = 190,000); mitochondrial fusion phenotypic screen, WT strain; inhibition, % at 10 µM; in the data active means inhibition above about 58%; tested in S. cerevisiae
Autophagy mod: modulators of autophagy. calls only at 10 µM (by protocol). actives 0.98% (n = 190,000). MEF GFP-LC3 puncta imaging; test concentration mostly 10 µM. AID 463193;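 active means percentage of spot-positive cells more than 3 SD above its plate mean, without a fluorescence outlier flag or 80% toxicity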;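 further: spot-positive cell cutoff set from DMSO-treated cells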
Hep lipid drop: hepatic lipid droplet formation modulation; AML12 mouse hepatocytes, oleate lipid droplets, BODIPY imaging; actives 0.4% (n = 240,000); AID 1656; inhibition, % at 6.5 µM;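 active means lipid droplet intensity inhibited by at least 50%, with more than 500 cells counted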
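System: AML12 hepatocytes (mouse). Probe or stimulus: oleic acid at 100 µM to induce lipid droplet formation. Times: overnight treatment with compound plus oleate. Detection: Image-based BODIPY and DAPI two-channel analysis. Evaluation: percent inhibition of filter-corrected integrated lipid droplet intensity per well.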
ER stress rescue: protection against thapsigargin-triggered cell killing – 384-well, CSM14.1, ATP luminescence, primary screen (AID 1222). CSM14.1 thapsigargin-induced death rescue, ATP luminescence; higher % means a stronger effect. cellular ATP content (survival), % at 20 µM; hits with a dose series show EC50 in µM. 190,000 tested, under 10 active;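 active means EC50 below 50 µM in the dose-response confirmation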;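 further: death triggered by thapsigargin at about 15 µM added after 2 h compound pretreatment; cell ATP read after overnight thapsigargin exposure of roughly 18 to 22 hours; normalized against plate controls of thapsigargin alone and 5% DMSO vehicle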
Ins promoter up: MIN6 insulin promoter up-regulation; actives 0.3% (n = 190,000); z-score at 5 µM; MIN6 insulin promoter-GFP reporter, high-content imaging; hits give high values;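 active means z-score above 3 at 5 µM with at least 500 cells counted in the well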
WT yeast gro inh mutant strain: recorded beside WT yeast gro inh, whose call it bears; inhibition, %; mitochondrial fusion phenotypic screen, mutant strain inhibition
Dynein cargo inh cytoplasmic EGFP: further read-out of Dynein cargo inh, marked with its call; z-score; measured here: cytoplasmic GR-EGFP intensity; hits give high values
Dynein cargo inh nuclear GR-EGFP: recorded beside Dynein cargo inh, whose call it bears; z-score; measured here: nuclear GR-EGFP intensity;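 lower value marks the stronger effect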
Dynein cargo inh cell count: also measured in Dynein cargo inh; calls as there; z-score; measured here: cell count per field
Ins promoter up cell count: further read-out of Ins promoter up, marked with its call; cell count; measured here: cytotoxicity, nuclei count;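 total cells summed across four imaged fields per well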
Hep lipid drop cells 6.5 µM: further read-out of Hep lipid drop, marked with its call; cell count; measured here: cell count, cytotoxicity flag;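 cells counted across two imaged fields per well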
bCat nuc transl cell count 5 µM: second read-out of bCat nuc transl, no call of its own (marks repeat the call); cell count; measured here: cell count, cytotoxicity flag
MT stabilize HCS Hoechst-high %: also measured in MT stabilize HCS; calls as there; % Hoechst-high responders; measured here: nuclear condensation Hoechst responders;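 share of cells brighter than vehicle mean plus two SD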
MT stabilize HCS cytotoxicity %: further read-out of MT stabilize HCS, marked with its call; toxicity, %; measured here: cytotoxicity by cell density;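 0% = mean cell density of plate MIN control wells and 100% = no cells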
Autophagy mod cell loss 18 h: recorded beside Autophagy mod, whose call it bears; toxicity, %; measured here: cell loss, nuclei count;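 cell loss after 18 h compound exposure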
Starred values were filed as active, the others as inactive; i = inactive; / = no result given.

Order of values – XIAP antagonists	bCat nuc transl	bCat nuc transl cell count 5 µM	MT stabilize HCS	MT stabilize HCS Hoechst-high %	MT stabilize HCS cytotoxicity %	Dynein cargo inh	Dynein cargo inh cytoplasmic EGFP	Dynein cargo inh nuclear GR-EGFP	Dynein cargo inh cell count	WT yeast gro inh	WT yeast gro inh mutant strain	Autophagy mod	Autophagy mod cell loss 18 h	Hep lipid drop	Hep lipid drop cells 6.5 µM	ER stress rescue	Ins promoter up	Ins promoter up cell count
1	COCCNC(=O)Cn1c(=O)n(CCCCCC(=O)Nc2ccccc2)c(=O)c2sccc21
→ -7.8%	0.7	1041	3.0	3.7	5.7	-0.447	-0.261	0.0851	0.485	1.9	0.1	i	-9.8	-7.6	688	-1.5%	1.07	1110
2	COC(=O)c1cccc(Nc2ncnc3ccc(C)cc23)c1
→ -3.4%	/	/	2.5	2.0	24.1	0.611	-0.159	0.266	0.0339	22.4	19.2	i	2.2	/	/	2.2%	0.07	839
3	CN(C)c1cc(-c2ccc(C#N)cc2)oc(=O)c1Cl
→ /	1.2	1249	/	/	/	0.264	-0.13	0.157	-0.0326	/	/	/	/	-5.6	700	/	0.46	1037
4	CC(C)CCC(CC(C)O)c1n[nH]c(=S)n1-c1ccccc1 (stereo not drawn)
→ -2.6%	-1.1	812	3.2	2.0	6.4	1.25	-0.206	0.911	-0.595	4.3	2.9	i	-1.3	-16.4	676	-0.8%	0.75	1440
5	CCCCn1c(=N)n(CC(=O)C(C)(C)C)c2ccccc21
→ -9.0%	-2.5	1217	2.2	1.0	7.3	-0.424	-0.208	-0.146	0.313	57.1	43.8	i	-10.8	/	/	-0.8%	0.22	979
6	CC(C)NC(=O)Cn1nc(C(F)(F)F)c2c1CCC2
→ -8.0%	3.3	1023	3.0	1.9	5.0	1.2	-0.221	0.603	0.216	-15.5	-3.8	i	1.9	-3.8	712	-1.8%	/	/
7	O=[N+]([O-])c1ccc(N2CCN(CCO)CC2)cc1NCc1ccco1
→ -4.7%	0.2	935	4.7	2.3	1.2	0.554	-0.297	-0.105	0.178	-8.3	-10.8	i	8.5	-13.1	580	-1.6%	-0.26	1352
8	C(=N\N1CCN(Cc2cccc3ccccc23)CC1)/c1cccs1
→ /	2.4	1271	/	/	/	-0.538	0.448	0.274	0.0482	/	/	/	/	-1.2	677	/	-0.27	996
9	CCN(Cc1ccccc1)c1ccc(/C=C(\C#N)c2ccccn2)cc1
→ -7.3%	-0.7	1114	4.0	2.1	6.5	-0.137	-0.227	-0.302	0.908	10.7	-5.6	i	3.6	-5.5	650	3.1%	0.33	1470
10	O=C(C1CCN(Cc2ccc(Cl)cc2)CC1)N1CCN(C(c2ccccc2)c2ccccc2)CC1
→ 17.3%	1.3	1115	4.4	3.1	5.0	0.222	0.0824	0.0508	-1.12	56.1	62.3	i	17.0	-45.3	616	1.2%	0.68	1196
11	C=CCn1c(COc2ccc(F)cc2)nnc1SCC(=O)Nc1cccc(S(N)(=O)=O)c1
→ -9.1%	-0.5	981	5.3	1.8	6.8	0.0579	-0.0667	0.645	-0.268	-6.6	-20.6	i	0.2	33.5	706	-2.7%	/	/
12	Cc1ccc(-c2noc(CSc3nc(N)cc(N)n3)n2)cc1
→ -1.0%	-1.9	1147	4.9	2.9	4.8	0.134	-0.055	0.39	0.163	-3.3	1.9	i	5.2	3.2	676	0.0%	-0.65	1739
13	Cc1ccc(N(C(=O)Cn2nnc(-c3cccs3)n2)C(C(=O)NC2CCCC2)c2ccncc2)cc1 (stereo not drawn)
→ -0.5%	/	/	1.6	1.4	8.3	-0.147	-0.246	-0.612	0.664	37.6	26.5	i	13.1	/	/	2.3%	/	/
14	COc1ccc(CNC(=O)N[C@@H](CC(C)C)C(=O)O)cc1OC
→ /	0.2	1280	/	/	/	0.209	-0.242	1.08	0.0572	/	/	/	/	-5.6	694	/	-0.09	1017
15	Nn1c(SCC(=O)Nc2ccccc2F)nc2ccccc2c1=O
→ -2.6%	-1.0	1024	3.3	2.2	6.7	-0.474	-0.127	0.285	1.7	-0.3	-2.1	i	4.6	0.5	707	-3.5%	0.67	1271
16	Cn1c(=O)c(C(=O)CSc2nncs2)c(N)n(Cc2ccccc2)c1=O
→ -0.3%	-2.1	888	1.7	1.3	8.5	-0.706	-0.218	-0.353	1.24	19.4	12.3	i	-7.8	/	/	0.7%	0.19	1227
17	CN(C)/C=C1/NC(=S)NC1=O
→ -6.4%	0.0	979	3.6	2.0	7.5	-0.968	-0.343	-0.437	1.74	-3.6	-5.5	i	-2.2	4.3	752	0.9%	-0.04	1455
18	CCOC(=O)c1[nH]c(C)c(/C(O)=C2\C(=O)C(=O)N(CCN(C)C)C2c2cccc(OC)c2OC)c1C (stereo not drawn)
→ -2.7%	-1.0	1109	2.5	2.1	8.5	1.2	-0.107	1.47	-1.36	5.4	-8.4	i	10.3	/	/	-1.9%	0.88	1403
19	OCc1ccnc2c(O)cccc12
→ -8.8%	-1.4	1476	2.4	1.7	5.7	-0.839	-0.203	-0.129	0.3	52.5	-0.9	/	/	/	/	-3.0%	2.38	1282
20	Cc1nn(-c2ccc(F)cc2)c(Cl)c1/C=N/NC(=O)c1cccs1
→ -2.9%	-3.4	1167	2.4	3.4	5.8	-0.798	-0.235	-0.211	1.18	5.3	11.2	i	-6.0	5.2	693	-1.3%	-0.98	1465
21	CC(C)(C)c1nc2sc3c(c2c(=O)o1)CCCC3
→ -2.2%	/	/	1.2	1.1	16.6	2.35	-0.0839	2.08	-1.7	17.3	11.9	i	23.2	-17.7	810	0.4%	0.35	746
22	COc1cc(C(=O)NC(=S)Nc2ccc([N+](=O)[O-])cc2C)cc(OC)c1OC
→ -7.4%	-2.3	916	3.2	1.9	1.0	-0.331	-0.217	0.00658	0.539	0.1	8.2	i	6.8	-8.2	562	-0.4%	0.05	1315
23	O=C(COc1ccccc1Cl)NC(=S)Nc1cccc(NC(=O)c2ccccc2Cl)c1
→ 0.2%	-1.4	1389	1.6	1.8	4.7	1.97	-0.195	1.69	-1.62	30.6	2.6	i	9.7	/	/	0.8%	-0.28	1445
24	CCOc1ccc(OCc2ccc(C(=O)N3CCOCC3)cc2)cc1
→ -3.3%	11.9	419	3.1	1.5	4.6	-1.66	-0.255	-0.874	0.331	-6.6	-7.7	i	30.3	-6.2	695	0.5%	/	/
25	COc1ccccc1S(=O)(=O)c1ccccc1[N+](=O)[O-]
→ -1.8%	/	/	3.4	4.7	13.7	1.67	-0.222	1.2	-1.79	-9.1	-3.9	i	7.7	-48.6	728	-1.8%	0.21	1305
26	COc1ccc(/C=C/C(=O)OCC(=O)Nc2cc(C(F)(F)F)ccc2Cl)cc1
→ -2.8%	/	/	3.7	3.3	7.6	0.434	0.025	1.14	-0.499	-6.4	-7.7	i	-7.8	-2.3	704	-2.1%	-0.34	1418
27	c1cnc(N2CCN(Cc3ccc4c(c3)OCO4)CC2)cn1
→ -10.0%	-4.2	1081	1.4	3.6	9.2	-1.07	-0.0911	-0.0493	0.861	-7.8	4.0	i	-5.6	3.8	683	-0.1%	-0.25	1327
28	CC(C)CCNC(=O)C(NS(=O)(=O)c1ccc2c(c1)c(=O)n(C)c(=O)n2C)c1ccccc1 (stereo not drawn)
→ -2.7%	/	/	2.0	2.7	1.0	0.257	-0.138	0.199	-0.313	-4.8	11.8	i	6.5	/	/	0.2%	-0.1	877
29	O=C(c1cccs1)N1CCN(C(=O)N2CCOCC2)CC1
→ 1.4%	-0.5	1083	8.2	4.2	9.0	-0.705	-0.299	-0.226	0.766	0.4	7.5	i	-6.9	1.4	723	0.0%	-0.98	783
30	O=C(CSC1=NCCS1)Nc1ccc(S(=O)(=O)NC2CCCCC2)cc1
→ -10.7%	-1.1	1196	1.6	1.8	10.1	-0.803	-0.225	-0.286	0.217	-3.8	-7.2	i	5.5	-0.3	774	7.3%	-0.84	986
31	Cc1ccc(CN2CC(C(=O)Nc3cc(S(C)(=O)=O)ccc3Cl)CC2=O)cc1 (stereo not drawn)
→ -8.5%	-0.3	853	3.8	1.3	0.2	-1.41	-0.158	-0.908	0.419	-48.9	20.4	i	12.7	/	/	-1.5%	1.03	1190
32	CCC(CC)NC(=O)/C=C/c1cccc([N+](=O)[O-])c1
→ -2.0%	/	/	4.6	2.8	7.0	0.332	-0.22	-0.248	0.044	-5.4	-8.9	i	-25.5	-7.2	628	-1.4%	-0.51	1446
33	O=S(=O)(NCc1ccccc1)c1cccc2cccnc12
→ -2.5%	-2.0	1078	2.2	1.5	3.7	-0.417	0.176	0.0804	0.1	-1.0	12.2	i	31.6	-5.9	783	9.8%	0.12	822
34	CCCCNc1c2c3c(cccc3n(C)c1=O)C(=O)c1ccccc1-2
→ -4.8%	1.7	1172	27.2*	18.5*	27.6*	-5.14*	-0.328*	-3.39*	-1.02*	64.1*	17.6*	i	-2.6	0.5	694	1.3%	/	/
35	CCn1c(=O)c(=O)[nH]c2cc(C(=O)Nc3ccc(S(=O)(=O)N4CCCC4)cc3)ccc21
→ -16.1%	-6.4	989	4.1	1.6	4.1	1.42	-0.262	0.695	-0.932	4.1	-3.3	i	16.9	/	/	2.0%	0.13	1285
